Screening results as filed in PubChem BioAssay.
ABCB6 inh MLPCN: ABCB6 transporter inhibitors, primary screen, K562-ABCB6 cells, flow cytometry, MLPCN library; ATP-binding cassette sub-family B member 6 (Homo sapiens), Q9NP58; K562-ABCB6 porphyrin accumulation, 1 h; active compounds read low; fluorescence ratio to DMSO, % at 10 µM; 360,000 tested, 0.19% active;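 active means fluorescence ratio to DMSO below 75%, the collection mean minus 3 SD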;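 further: signal is porphyrin accumulated inside mitochondria; 100% equals median channel fluorescence of DMSO control wells; lower ratio means ABCB6 inhibition with less porphyrin fluorescence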
MC4R ag barr: MC4R agonists recruiting beta-arrestin, primary screen, cell-based, luminescence, agonist arm of biased-ligand search; Melanocortin receptor 4 (Homo sapiens), P32245; U2OS MC4R beta-arrestin complementation; percent of melanotan II response, DMSO zero; activation, % at 8.9 µM; 360,000 tested, 0.98% active;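 active means activation above a per-plate cutoff, the mean activation of sample wells on that plate plus 3 SD, cut at about 8% in these data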
TLR9-MyD88 inh: inhibitors of TLR9-MyD88 association in cells, primary screen, cell-based, CHO, BLA complementation, fluorescence. CCF4 FRET ratio. inhibition, % at 4.98 µM. 340,000 tested, 0.21% active. AID 504734, 2011;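 active means inhibition above the mean over all tested compounds plus 3 SD, cut at about 21% in these data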;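 further: 0% = DMSO only wells and 100% = clavulanate BLA inhibitor control wells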
Target sequence (Q99836 whole entry, looked up): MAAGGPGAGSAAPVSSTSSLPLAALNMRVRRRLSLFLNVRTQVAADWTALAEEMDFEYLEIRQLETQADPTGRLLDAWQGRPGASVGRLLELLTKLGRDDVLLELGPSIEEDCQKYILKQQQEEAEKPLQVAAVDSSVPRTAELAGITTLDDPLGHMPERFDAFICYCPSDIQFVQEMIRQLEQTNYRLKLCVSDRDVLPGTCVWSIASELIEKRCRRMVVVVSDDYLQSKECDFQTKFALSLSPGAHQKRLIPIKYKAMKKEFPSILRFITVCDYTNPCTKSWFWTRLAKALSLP
Target sequence (Q9NR96 whole entry, looked up): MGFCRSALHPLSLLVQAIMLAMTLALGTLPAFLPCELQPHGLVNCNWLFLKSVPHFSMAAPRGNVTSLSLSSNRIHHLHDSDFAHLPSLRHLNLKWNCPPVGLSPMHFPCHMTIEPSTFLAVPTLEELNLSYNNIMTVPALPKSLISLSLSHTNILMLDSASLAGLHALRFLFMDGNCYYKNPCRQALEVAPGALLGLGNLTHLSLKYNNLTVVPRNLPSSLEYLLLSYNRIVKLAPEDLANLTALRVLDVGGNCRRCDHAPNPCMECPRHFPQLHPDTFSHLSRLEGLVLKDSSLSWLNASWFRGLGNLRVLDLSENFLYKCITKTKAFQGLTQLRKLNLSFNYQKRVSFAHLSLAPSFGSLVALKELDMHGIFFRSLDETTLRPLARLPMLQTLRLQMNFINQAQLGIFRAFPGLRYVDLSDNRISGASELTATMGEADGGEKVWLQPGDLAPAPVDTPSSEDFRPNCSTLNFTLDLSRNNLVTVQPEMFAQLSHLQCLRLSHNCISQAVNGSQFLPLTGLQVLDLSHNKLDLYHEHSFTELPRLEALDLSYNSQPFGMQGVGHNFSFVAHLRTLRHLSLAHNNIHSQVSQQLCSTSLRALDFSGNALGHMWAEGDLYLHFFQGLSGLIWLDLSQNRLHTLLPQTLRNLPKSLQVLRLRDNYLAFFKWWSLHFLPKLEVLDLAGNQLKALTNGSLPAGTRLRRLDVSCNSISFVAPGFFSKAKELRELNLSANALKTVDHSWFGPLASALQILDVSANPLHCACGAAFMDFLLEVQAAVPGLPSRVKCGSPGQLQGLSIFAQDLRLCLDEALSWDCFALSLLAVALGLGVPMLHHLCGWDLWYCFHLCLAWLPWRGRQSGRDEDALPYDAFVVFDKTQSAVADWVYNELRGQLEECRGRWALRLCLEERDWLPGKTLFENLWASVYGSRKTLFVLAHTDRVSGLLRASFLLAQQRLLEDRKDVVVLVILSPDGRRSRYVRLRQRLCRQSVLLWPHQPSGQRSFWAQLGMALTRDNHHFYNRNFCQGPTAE
HTR2A ag: mouse Htr2a agonists via beta-arrestin recruitment, primary screen, cell-based, luminescence | 5-hydroxytryptamine receptor 2A (Mus musculus), P35363 | CHO-K1 mHTR2A beta-arrestin complementation; percent of 30 µM serotonin response | activation, % at 7.6 µM | 360,000 tested, 0.66% active;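 active means activation above a run cutoff, the mean activation of all tested compounds plus 3 SD, cut at about 14% in these data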;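 further: 0% = plate median of compound wells and 100% = 30 µM serotonin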
ABHD5 PLIN5 PPI: ABHD5-PLIN5 interaction inhibitors, primary screen, cell lysate, split luciferase complementation, luminescence | Perilipin-5 (Homo sapiens) + 1-acylglycerol-3-phosphate O-acyltransferase ABHD5 (Homo … | Split G. princeps luciferase complementation, 4 h | inhibition, % at 4 µM | 360,000 tested, 0.78% active;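 active means inhibition above the mean inhibition across every tested compound plus 3 SD, cut at about 22% in these data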;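 further: 0% = DMSO only wells and the 100% control is not disclosed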
NOD2-RIPK2 inh: NOD2-RIPK2 binding disruptors in cells, primary screen, fluorescence, CHO cells, BLA complementation; Receptor-interacting serine/threonine-protein kinase 2 (Homo sapiens), O43353; CCF4 ratio; inhibition, % at 4.98 µM; 360,000 tested, 0.38% active; in the data active means inhibition above about 21%;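 further: 0% = vehicle only and 100% = reference blocker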
H9c2 protect: cardioprotection against H2O2-induced cell death, primary screen, uHTS, H9c2 cells, ATPLite luminescence | H9c2 cardiomyocytes, H2O2 injury protection, 2 h | protection from H2O2 cell death, % at 20 µM | 360,000 tested, 0.63% active;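 active means compounds giving at least 50% protection of heart cells from peroxide-induced death in the single-dose screen, raw or plate-pattern-corrected value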;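 further: 0% = DMSO wells with peroxide and 100% = DMSO wells without peroxide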
Glyco luc inh: increase of ERlucT glycosylation luciferase signal, primary screen, N-linked glycosylation inhibitor project, D54 ERlucT cells, luminescence, set 2. reporter increase, % at 12.5 µM. D54 ERlucT glycosylation luciferase reporter, 24 h; percent of 100 nM tunicamycin response. AID 588692, 2011. 360,000 tested, 0.23% active;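 active means mean luciferase reporter signal, scaled so untreated is 0 and the glycosylation-blocking control 100, at or above a set limit in every replicate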;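 further: luciferase carries N-glycosylation sites so blocking glycosylation raises the light; 0% = median of neutral control wells and 100% = median of 100 nM tunicamycin wells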
NCOA2 inhibitor: inhibition of GAL4-SRC2 driven luciferase reporter, primary screen, SRC2 inhibitor project, cell-based, luminescence; inhibition, % at 9 µM; 370,000 tested, 0.17% active; AID 651957, 2012; Nuclear receptor coactivator 2 (Homo sapiens), Q15596; HEK293 GAL4-SRC2 luciferase reporter;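 active means inhibition above the mean inhibition of all tested compounds plus 3 SD, set per campaign, cut at about 52% in these data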;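 further: 0% = DMSO treated cells and 100% = cells given Gossypol at 36 µM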
MC4R antagonist: MC4R antagonists of cAMP signaling, primary screen, cell-based, TR-FRET, antagonist arm of biased-ligand search; Melanocortin receptor 4 (Homo sapiens), P32245; MC4R-expressing cells, MTII-stimulated cAMP, LANCE TR-FRET; inhibition, % at 6.5 µM; 360,000 tested, 0.48% active;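 active means inhibition above its plate's cutoff, the mean of tested wells on that plate plus 3 SD, cut at about 29% in these data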;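 further: 0% = Melanotan II alone and 100% = Melanotan II plus saturating MCL0020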
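material = U2OS cells stably expressing human melanocortin 4 receptor (MC4R) | also added = Melanotan II challenge | dosing = single nominal compound dose of 6.5 µM | detection = TR-FRET with Eu-cAMP and labeled anti-cAMP, 671 nm | replication = singlicate | timing = compound 30 min, challenge 1 h, detection 1 h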
* = called active by the depositor; . = no result given. Some of the compounds tested; rates above refer to the full screens.

SMILES	ABCB6 inh MLPCN	MC4R ag barr	TLR9-MyD88 inh	HTR2A ag	ABHD5 PLIN5 PPI	NOD2-RIPK2 inh	H9c2 protect	Glyco luc inh	NCOA2 inhibitor	MC4R antagonist
COc1ccccc1N1CCN(Cc2ccc(Br)o2)CC1	91	-0.8	-6	2	-5	-4	4	-1	-11	-1
Clc1ccc(-c2cc3ccccc3[nH]2)cc1	97	1.5	5	4	-19	-4	-2	-3	-26	-1
Cc1nc(-c2ccccc2)sc1C1(C)CC(c2cccc([N+](=O)[O-])c2)=NO1 (stereo not given)	93	0.5	0	-3	-7	-8	-2	-2	-11	14
Cc1ccc(C(=O)Nc2nnc(S(=O)(=O)N3CCC(C)CC3)s2)cc1	98	-0.5	-5	4	-1	1	-8	-1	-19	5
O=C(O)CCSc1nc(C(F)(F)F)cc(=O)n1-c1ccccc1	98	-2.4	3	0	-2	0	-1	3	-3	1
Cc1ccnc(NC(=O)CCC(=O)N(CC(=O)NCc2ccc(F)cc2)Cc2ccccc2)c1	95	-1.8	-10	4	-1	-9	-1	1	.	4
CCCC(C)NC(=O)c1nc(-c2ccccc2)n(-c2ccccc2)n1 (stereo not given)	101	2.7	-1	0	-3	-1	-2	-1	-7	-5
O=C(Nc1cccc(F)c1)Nc1ccccn1	87	-0.8	4	-1	1	1	-7	1	-85	7
CCCN1CCc2c(sc(NC(=O)c3ccc(S(=O)(=O)N4CCCC4)cc3)c2C(N)=O)C1	111	-0.3	-11	-10	11	-17	-7	-5	-9	14
Cc1c(C(=O)O)oc2c(F)cccc12	95	-0.7	.	1	2	-9	-5	3	23	-4
NC(=O)CC(NC(=O)c1ccc(Br)cc1)c1ccc(NC2CCCCCC2)c([N+](=O)[O-])c1 (stereo not given)	97	5.3	1	-5	-6	1	-4	14	5	12
O=C(Nc1ccsn1)c1ccc(Cl)cc1Cl	98	-0.2	-8	-1	3	-5	-7	1	-46	-6
O=C(Nc1ccc2c(c1)OCO2)C1CC(c2c(F)cccc2Cl)=NO1 (stereo not given)	94	1.1	-4	-3	4	-6	1	-1	-96	17
N#Cc1ccc(OCCN2C(=O)NC3(CCSC3)C2=O)cc1 (stereo not given)	99	-2.1	-8	-6	1	-13	4	1	10	-7
Cc1cc(OCC(=O)c2cccc(C(F)(F)F)c2)n2cnnc2n1	89	-0.1	2	4	0	-14	6	1	8	-10
CC(=O)Oc1ccccc1-n1c(C)nc(=O)c(-c2ccccc2)c1C	99	-0.9	.	0	4	-3	6	2	-1	-1
CCOc1ccccc1NC(=O)C(=O)/C=C(\O)c1cc(OC)ccc1OC	100	-2.4	6	0	8	-1	34	3	11	12
CCN(CC)C(=O)C1CCN(Cc2ccc(OCc3ccccc3)c(OC)c2)CC1	97	-0.5	-14	-2	-7	-2	-2	-1	16	1
Cc1ccc(S(=O)(=O)N2C[C@H]3[C@H]4C(=O)N(C5CCCCC5)C(=O)[C@H]4CC(=O)[C@H]3[C@@H]2c2ccccc2F)cc1	100	.	.	-2	6	-24	5	-3	5	.
CC(C)(C)C(=O)Nc1c(Cl)cccc1OC(F)(F)F	100	2.5	-4	3	5	-11	0	2	18	2
COc1cccc(CNc2nc3cc(-c4cccc(C(F)(F)F)c4)sc3c(=O)n2C)c1	95	1.1	.	1	-2	-8	-6	-9	-10	7
O=C(N/N=C/C=C\c1ccccc1[N+](=O)[O-])c1ccco1	105	-0.8	-4	10	0	1	4	0	-62	-16
CC(C)Oc1ccc(/C=N/NC(=O)C2CCCN2S(=O)(=O)c2ccc(Cl)cc2)cc1 (stereo not given)	197	-0.8	-2	-5	-4	2	22	1	.	2
COc1ccc(OCCOc2ccccc2[N+](=O)[O-])cc1	98	-2.0	-1	-6	3	-9	1	1	-36	13
O=C(NNC(=O)C1CCN(S(=O)(=O)c2ccccc2)CC1)c1ccccc1O	100	-2.5	4	3	7	-6	31	-5	-14	5

Among those listed so far, 2 contain bromine:
SMILES	ABCB6 inh MLPCN	MC4R ag barr	TLR9-MyD88 inh	HTR2A ag	ABHD5 PLIN5 PPI	NOD2-RIPK2 inh	H9c2 protect	Glyco luc inh	NCOA2 inhibitor	MC4R antagonist
COc1ccccc1N1CCN(Cc2ccc(Br)o2)CC1	91	-0.8	-6	2	-5	-4	4	-1	-11	-1
NC(=O)CC(NC(=O)c1ccc(Br)cc1)c1ccc(NC2CCCCCC2)c([N+](=O)[O-])c1 (stereo not given)	97	5.3	1	-5	-6	1	-4	14	5	12

Given bar-delimited: entries from further up
compound | ABCB6 inh MLPCN | MC4R ag barr | TLR9-MyD88 inh | HTR2A ag | ABHD5 PLIN5 PPI | NOD2-RIPK2 inh | H9c2 protect | Glyco luc inh | NCOA2 inhibitor | MC4R antagonist
Clc1ccc(-c2cc3ccccc3[nH]2)cc1 | 97 | 1.5 | 5 | 4 | -19 | -4 | -2 | -3 | -26 | -1
COc1cccc(CNc2nc3cc(-c4cccc(C(F)(F)F)c4)sc3c(=O)n2C)c1 | 95 | 1.1 | . | 1 | -2 | -8 | -6 | -9 | -10 | 7

Back to the main list, starting 5 compounds before the break.
SMILES	ABCB6 inh MLPCN	MC4R ag barr	TLR9-MyD88 inh	HTR2A ag	ABHD5 PLIN5 PPI	NOD2-RIPK2 inh	H9c2 protect	Glyco luc inh	NCOA2 inhibitor	MC4R antagonist
COc1cccc(CNc2nc3cc(-c4cccc(C(F)(F)F)c4)sc3c(=O)n2C)c1	95	1.1	.	1	-2	-8	-6	-9	-10	7
O=C(N/N=C/C=C\c1ccccc1[N+](=O)[O-])c1ccco1	105	-0.8	-4	10	0	1	4	0	-62	-16
CC(C)Oc1ccc(/C=N/NC(=O)C2CCCN2S(=O)(=O)c2ccc(Cl)cc2)cc1 (stereo not given)	197	-0.8	-2	-5	-4	2	22	1	.	2
COc1ccc(OCCOc2ccccc2[N+](=O)[O-])cc1	98	-2.0	-1	-6	3	-9	1	1	-36	13
O=C(NNC(=O)C1CCN(S(=O)(=O)c2ccccc2)CC1)c1ccccc1O	100	-2.5	4	3	7	-6	31	-5	-14	5
COc1ccc(C(=O)NCCN2CCOCC2)c(OC)c1	100	0.3	3	12	1	2	-6	3	1	9
COc1ccc(-c2csc(C(O)c3ccc(F)c(F)c3)n2)cc1 (stereo not given)	94	4.3	.	2	-5	-4	-15	-2	-28	1
O=C(CNC(=O)C1CC1)Nc1ccc(F)c(F)c1F	100	-1.2	-1	-1	1	-4	6	2	-7	3
Cc1cc2ccccc2c(=O)n1CC(=O)N(C)c1ccc(F)cc1	101	-2.0	-2	-1	-3	1	3	1	-25	-2
Cn1cc(Cl)c(C(=O)NNC(=S)NCc2ccco2)n1	99	-4.7	-1	-3	0	-7	-4	2	-2	8
CC(=O)Nc1c(C(=O)Nc2ccc3c(c2)OCO3)oc2ccccc12	96	-2.1	-13	7	5	3	-3	-6	-45	2
C/C(=N\OCc1ccccc1)c1c(O)cc(C(C)C)n(-c2ccccc2)c1=O	102	-0.8	-5	-1	-7	3	3	0	-11	3
CCOC(=O)c1cnc(SCC(=O)Nc2ccc(NC(=O)CC)c(OC)c2)nc1N	99	-1.6	-7	0	1	-6	7	2	-15	0
CC1(C(=O)NS(=O)(=O)c2ccccc2)CCN1C(=O)COc1ccc(Cl)cc1 (stereo not given)	98	0.3	.	4	4	11	4	4	14	-1
COC(=O)c1cc(S(=O)(=O)C(C)C)c(S(C)=O)s1 (stereo not given)	94	-1.2	-1	3	-11	-1	0	-9	3	2
O=C(O)COc1ccc2oc3c(c2c1)CCCC3	92	0.9	-6	-2	0	-10	0	3	-9	-6
C/C(=N/NC(=O)C1COc2ccccc2O1)c1ccco1 (stereo not given)	96	0.7	13	2	2	-5	2	-1	0	0
CC(=O)Nc1c(N)c2ccccc2oc1=O	89	-0.4	-9	2	5	5	3	2	-17	-3
O=C(COC(=O)c1cccc(S(=O)(=O)Nc2ccc(F)cc2)c1)NCCN1C(=O)CSC1=O	98	-4.4	5	3	1	-6	1	0	6	12
COc1ccc(/C=N/NC(=O)c2ccc(NC(=O)c3cccc([N+](=O)[O-])c3)cc2)c(OC)c1	101	-2.0	-10	-1	-2	-19	20	-1	-12	4
COc1ccc(C(=O)n2nnc3ccccc32)cc1Br	94	-0.5	8	-1	-3	4	8	-1	.	-1
CCOc1ccc(S(=O)(=O)c2c[nH]c3ccc(C)cc3c2=O)cc1	97	-1.6	9	-5	-9	-5	6	1	-11	4
CNc1ncnc2c1ncn2[C@H]1CN(CCc2ccccc2)C[C@@H](CO)O1	99	-1.4	.	0	-4	9	0	3	-11	17
CCN(CC)C(=O)c1cc(-c2ccc3c(c2)OCO3)on1	98	-2.8	10	2	3	-4	-7	-3	-69	-1
O=c1[nH]c(C2CCN(S(=O)(=O)Cc3ccccc3)CC2)nc2c1nnn2Cc1ccccc1Cl	93	0.7	4	3	1	1	2	3	-30	2
COc1cc(C2C(C(=O)c3ccco3)=C(O)C(=O)N2Cc2ccccc2)ccc1O (stereo not given)	100	-0.1	-3	-1	-6	-3	-1	2	-9	9
N=C(N)SCc1cccc2ccccc12	102	7.0	-12	-5	7	-9	-15	5	31	-3
CN(c1ccc(C(=O)NCc2ccccc2)cc1)S(C)(=O)=O	104	0.4	-7	1	-14	-9	6	-3	1	14
CCCCN(C)C(=O)c1nc2ccccn2c1CN1CCN(c2cnccn2)CC1	99	-1.7	-10	-2	1	0	4	3	-10	14
O=C(NC(=S)Nc1cccc2cnccc12)c1ccccc1	103	-2.9	-9	3	-8	5	-3	-7	12	8
CC(C)C(=O)NC(=S)/C=C1/N(C)c2ccccc2C1(C)C	625	-2.9	-3	-2	-12	10	-28	-3	-4	4
C=CCNC(=S)NNC(=O)COc1ccc(Cl)cc1Cl	91	-4.2	1	1	-11	3	-6	2	5	-1
CC(=O)Nc1ccc(NS(=O)(=O)c2cc(-c3cnc(C4CC4)o3)ccc2C)cc1	86	-3.9	1	-4	-4	-14	-5	7	-2	7
Cc1ccc(S(=O)(=O)N(c2ccc(Br)cc2)C2C=CS(=O)(=O)C2)cc1 (stereo not given)	98	-1.0	3	-4	-4	4	-1	-2	8	8
